PV pol inh = poliovirus RNA polymerase inhibition; P03300; poliovirus polymerase elongation, fluorescence polarization; active compounds read low; % elongation, % (compound at 16.7 µg/mL); hit rate 0.66% among 150,000; AID 588519; in the data active = % elongation below about 90%; note: some results filed as inactive read as strong as hits
Target sequence (P03300 1749-2209 limits assumed): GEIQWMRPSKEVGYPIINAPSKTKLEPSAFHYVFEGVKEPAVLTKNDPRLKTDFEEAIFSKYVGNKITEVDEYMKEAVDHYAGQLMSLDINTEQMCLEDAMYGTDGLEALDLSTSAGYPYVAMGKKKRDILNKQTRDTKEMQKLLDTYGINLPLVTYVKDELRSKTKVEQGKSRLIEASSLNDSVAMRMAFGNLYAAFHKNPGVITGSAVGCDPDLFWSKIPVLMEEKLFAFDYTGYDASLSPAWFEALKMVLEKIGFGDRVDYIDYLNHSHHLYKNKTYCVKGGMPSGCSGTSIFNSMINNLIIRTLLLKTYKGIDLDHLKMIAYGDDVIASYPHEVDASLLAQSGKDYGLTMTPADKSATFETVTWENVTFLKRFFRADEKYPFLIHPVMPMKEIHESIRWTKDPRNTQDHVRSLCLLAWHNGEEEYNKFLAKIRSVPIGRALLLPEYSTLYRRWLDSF
PV pol inh FP z-score = recorded beside PV pol inh, whose call it bears; z-score; measured here: FP z-score; hits read low
Starred values were filed as active, the others as inactive. The list is partial. The share of hits here may be higher or lower than overall.

molecule	PV pol inh	PV pol inh FP z-score
CC(CCc1ccccc1)NC(=O)NC1CC(=O)N(c2ccccc2)C1 (stereo not drawn)	100.0	-0.4
CC(NC(=O)c1ccc2c(c1)CCN2S(=O)(=O)c1ccc(Cl)cc1)c1ccccc1 (stereo not drawn)	111.0	1.3
CCCCNC(=O)c1ccc2c(c1)ncn2-c1cc(OC)ccc1OC	101.0	-1.3
Cc1ccccc1C(=O)Oc1ccc(C#N)cc1	101.0	0.1
N=c1occ(C(=O)c2cc(Cl)ccc2O)cc1C(=O)NC1CC1	100.0	-0.1
COc1cc(OC)cc(C(=O)NCC(=O)N2CC(C)CC(C)C2)c1 (stereo not drawn)	103.0	0
Cc1ccc(CNc2nc3ccc(Cl)cc3n3cnnc23)cc1	110.0	1
CC(CO)(CO)NC(=O)Cc1cc(=O)[nH]c(=O)[nH]1	105.0	0.5
CCn1c(-c2ccc3c(c2)OCCO3)cnc1SC(C)C(=O)NC(N)=O (stereo not drawn)	98.0	-0.3
O=C(Nc1ccccc1C(F)(F)F)c1ccccc1Cl	104.0	0.7
O=C1NCCc2c(OCC(=O)N3CCCc4ccccc43)cccc21	98.0	-1.6
COc1ccc(-c2noc(CN(C(=O)C(C)Oc3ccc(C)cc3)C(C)C)n2)cc1 (stereo not drawn)	109.0	0.4
CC(=O)Oc1cc2c3c(c(=O)oc2cc1C)CCCC3	101.0	0.1
NC(N)=NS(=O)(=O)Cc1ccccc1	99.0	0
O=C(c1ccc(Cl)cc1)N(Cc1ccccc1)c1ccccn1	101.0	-0.4
Cc1cc(F)ccc1S(=O)(=O)Nc1cc2c(C(=O)O)c(C)oc2c2ccccc12	95.0	-1.5
Cc1cccc(N2CCN(C(=O)c3cnn(-c4ccc(F)cc4F)c3C3CCN(C(=O)OC(C)(C)C)CC3)CC2)c1C	114.0	1.5
COc1ccc(C2=NN(CC(=O)NCc3ccc4c(c3)OCO4)C(=O)CC2)cc1	99.0	-1.6
CCCCC#Cc1cncc(C(=O)O)c1	100.0	-0.3
S=C(Nc1ccccc1)N1CCn2cccc2C1c1cccs1 (stereo not drawn)	99.0	-0.5
COc1ccccc1CNS(=O)(=O)c1cnc(N)nc1	102.0	-1.3
CC(C)(C)C(=O)Nc1cccc(-c2cc(-c3c(Cl)cccc3Cl)no2)c1	102.0	-0.3
COC(=O)CC1C(=O)NCCN1C(=O)c1ccc(Cl)cc1 (stereo not drawn)	103.0	0.1
Cn1c(O)c(C2=c3ccccc3=NC2=O)c2ccccc21	101.0	0.3
Cc1ccc(OCC(=O)N(Cc2ccc(Cl)cc2)Cc2ccco2)cc1C	107.0	0.2
N#Cc1c(N2CCCC(O)C2)nc(N)c2c(N)nc3c(c12)CC(=O)N3C12CC3CC(CC(C3)C1)C2 (stereo not drawn)	39.0*	-6.4*
COc1ccc(C2CC(=O)Nc3c2c(=O)[nH]c2nc4ccccc4n32)cc1OC (stereo not drawn)	103.0	-0.2
CCOC(=O)C1CCCN(c2c(C(=O)c3ccc(C)cc3)cnc3ccc(OCC)cc23)C1 (stereo not drawn)	99.0	-1.7
COc1cc2c(cc1OC)CN(CC(=O)Nc1ccc3c(c1)OC(F)(F)O3)CC2	102.0	-0.1
Cc1cc(C)c2cccc(NC(=O)COc3ccc4oc5c(c4c3)CCCC5)c2n1	102.0	0.2
COc1ccc(CNC(=O)c2cc3c(=O)n4cccc(C)c4nc3s2)cc1	103.0	-0.6
O=c1sc2ccccc2n1CCc1ccccc1	100.0	-0.2
Cc1c(C#N)c(NC(=O)CSc2ccc(F)c(Cl)c2)n(Cc2ccco2)c1C	107.0	0.7
C=CCNC(=S)Nc1cccc(NC(=O)CC(NCc2ccco2)C(=O)O)c1 (stereo not drawn)	103.0	0.2
O=C(/C=C/c1ccccc1)N1CCC(C(=O)N2CCN(C3CCS(=O)(=O)C3)CC2)CC1 (stereo not drawn)	99.0	-0.4
CCOC(=O)c1oc2ccccc2c1CSc1nnc(-c2ccco2)o1	109.0	0
CCC(C(=O)O)n1nnc(-c2ccc(OCc3ccccc3)c(OC)c2)n1 (stereo not drawn)	103.0	0.6
CCOC(=O)C1CCN(C(=O)Cn2cccc2C(=O)c2ccccc2)CC1	104.0	0.7
C=CCn1c(=S)sc2c(SCc3ccc(F)cc3)ncnc21	99.0	-0.3
Cc1ccn(CCC(=O)N(C)C(C)CCc2ccco2)n1 (stereo not drawn)	99.0	-0.6
Cc1cc(C)c2cc(C(=O)Nc3ccccc3Cl)[nH]c2c1	106.0	0.6
Cc1sc(NC(=O)c2ccco2)c(C2=CC(=O)N(c3ccccc3)C2=O)c1C	105.0	0.7
COc1ccc(C)cc1NC(=O)c1cc(S(=O)(=O)N2CCCCC2)c[nH]1	111.0	0.8
CC(C)(C)NC(=O)Nc1ccccc1SCCC#N	101.0	0
CC(C)CCCn1c(O)c(/C=C2\C=CC=N2)c(=O)[nH]c1=O	104.0	0.1
CCN(C(=O)CCN1C(=O)c2ccccc2C1=O)c1ccccc1	100.0	-0.1
CCc1cccc(C)c1NC(=O)Cn1c(=O)n(-c2ccc(C)cc2)c(=O)c2c1cnn2C	107.0	0.5
CCOC(=O)c1ccc(NC(=O)C(CC)Sc2nc(N)cc(N)n2)cc1 (stereo not drawn)	102.0	0.4
CC(=O)Oc1ccccc1-c1ccccc1	98.0	-0.8
Cn1c(=O)c2cc(C(=O)NC3CC3)sc2c2ccccc21	101.0	0.4
Cc1oc2c(c1C(=O)NCCCN1CCOCC1)C(=O)c1ccccc1C2=O	100.0	-0.3
CCOc1ccc(-c2nnc(SCC(=O)Nc3ccc(C)cc3Cl)o2)cc1	109.0	0.3
CN1CC(=O)N(CC(=O)c2ccc(Cl)s2)C1=O	104.0	0.2
O=C(Cn1ncc2c3ccccc3n(Cc3ccccc3)c2c1=O)NCc1ccccn1	112.0	0.4
O=C(NCC(c1ccco1)S(=O)(=O)c1cccs1)c1ccc(C(F)(F)F)cc1 (stereo not drawn)	111.0	0.9
CC1CCC(NC(=O)Cn2c3ccccc3c3cn[nH]c(=O)c32)CC1 (stereo not drawn)	101.0	-0.9
COc1ccc(OCC(O)CNC(=O)Nc2cc(F)ccc2C)cc1 (stereo not drawn)	102.0	0.3
COc1ccc(-c2noc(-c3ccc(N4CCN(c5ccccc5)CC4)c([N+](=O)[O-])c3)n2)cc1OC	105.0	-0.7
O=C1Cc2cc(C(=O)Cn3nc(C(=O)O)c4ccccc4c3=O)ccc2N1	102.0	0
COc1cccc(NC(=O)CCNS(=O)(=O)c2ccc3c(c2)CCCC(=O)N3)c1	104.0	0.2

Further entries follow:
molecule	PV pol inh	PV pol inh FP z-score
CCc1ccccc1NC(=O)CN1C(=O)c2cccnc2Oc2ccc(Cl)cc21	105.0	-0.2
CCOC(=O)CC1(O)CSc2nc3sc4c(c3c(=O)n21)CCCC4 (stereo not drawn)	101.0	-0.1
COc1cc(NC(=O)c2cc(C)nc3c2c(C)nn3-c2ccccc2Cl)cc(OC)c1	114.0	1.8
CCCCN(Cc1cc2cc(OC)ccc2[nH]c1=O)C(=O)c1cccc(Cl)c1	103.0	0.2
CCn1nc(-c2ccccc2)c(-c2ccccc2)c(C(=O)Nc2nc(C)c(C(=O)N(C)C)s2)c1=O	110.0	0.9
Cn1ccsc1=NC(=O)Cn1cnc2ccccc2c1=O	98.0	-0.8
CC1CCCCC1Nc1ncnc2c1oc1ccccc12 (stereo not drawn)	105.0	0.3
COc1cccc(CNC(=O)Nc2cn(CC(C)C)c(=O)c3ccccc23)c1	31.0*	-5.8*
Nc1ccc(S(=O)C(F)(F)F)cc1 (stereo not drawn)	102.0	0.1
COc1cc(COC(=O)N[C@@H](Cc2c[nH]c3ccccc23)C(=O)O)cc(OC)c1	104.0	0
CCOC(=O)c1c(-c2ccccc2Cl)csc1NC(=O)CC	100.0	-0.6
CCCOc1ccc(C2C(=O)N(C3CCC(C)CC3)CC(=O)N2CCc2ccccc2)cc1OC (stereo not drawn)	103.0	-1
Cc1ccc(-c2nn3c(=O)cc(CN4CCN(C(=O)COc5ccc(C)c(C)c5)CC4)nc3s2)cc1	109.0	0.4
CC1CCCCN1S(=O)(=O)c1cc2c3c(c1)CC(=O)N3CCC2 (stereo not drawn)	113.0	1.3
COC(=O)c1c(C)cc(=O)n2c1[nH]c1ccccc12	100.0	-1.1
CCNc1nc(NC(N)=S)nc(NC(C)(C)C)n1	101.0	-0.2
CCc1ccccc1-n1cnc2cc(C(=O)NC3CCCCCC3)ccc21	110.0	0.4
COc1cc(OC)c(NC(=O)Nc2nnc(N(C)C3CCCCC3)s2)cc1Cl	111.0	0.7
Nc1n[nH]c(Cc2ccccc2)c1-c1ccccc1	100.0	0
CCc1ccc(CNC(=O)Cn2nc(C)c3c(C)n(-c4ccc(C)cc4)nc3c2=O)cc1	113.0	0.9
N#CC(C(=O)c1cc(F)c(F)cc1Cl)c1ccccn1 (stereo not drawn)	101.0	-0.2
COc1ccc(-c2cc(C(F)(F)F)nc(SCC(=O)NCCc3ccccc3)n2)cc1	104.0	0
O=C(O)c1cc(NC(=O)C2CC2)cc(NC(=O)C2CC2)c1	104.0	1
Cc1ccc(-c2nc3c(c(SCC(=O)N(C)c4ccccc4)n2)Cc2c(CO)cnc(C)c2O3)cc1	103.0	-0.8
O=C(O)COc1cc(Cl)ccc1O	100.0	-0.5
CCCCCn1c(NCc2ccc(OC)cc2)nc2ccccc21	100.0	-0.8
N#Cc1c(Nc2ccccc2)c(/C=N/N)c[nH]c1=O	101.0	-0.1
CCn1c2ccccc2c2cc(NC(=O)COc3ccc(C)cc3C)ccc21	106.0	-0.7
CN(C)c1ccc(/C=N/N2C(=O)c3ccccc3C2=O)cc1	103.0	0.3
Cc1ccnc(SCc2cc(=O)c(OC(=O)c3ccco3)co2)n1	106.0	1.3

Next section (five carried over from the part before).
molecule	PV pol inh	PV pol inh FP z-score
CCCCCn1c(NCc2ccc(OC)cc2)nc2ccccc21	100.0	-0.8
N#Cc1c(Nc2ccccc2)c(/C=N/N)c[nH]c1=O	101.0	-0.1
CCn1c2ccccc2c2cc(NC(=O)COc3ccc(C)cc3C)ccc21	106.0	-0.7
CN(C)c1ccc(/C=N/N2C(=O)c3ccccc3C2=O)cc1	103.0	0.3
Cc1ccnc(SCc2cc(=O)c(OC(=O)c3ccco3)co2)n1	106.0	1.3
CC(CN=CC1=C(O)CC(C)(C)CC1=O)N=CC1=C(O)CC(C)(C)CC1=O (stereo not drawn)	101.0	-0.1
CCOc1cc(S(=O)(=O)NCCc2ccc(OC)c(OC)c2)c(OCC)cc1-n1cnnn1	103.0	0.4
O=C(O)CCC(=O)Nc1ccccc1C(=O)NC1CC1	98.0	-0.9
O=C1c2ccccc2CN1CCSC(=S)N1CCCC1	101.0	0.3
CC(=O)c1c(CC(=O)O)[nH]n(-c2nc3ccccc3s2)c1=O	101.0	0.2
O=C(COc1ccccc1F)Nc1ncnc2nc[nH]c12	101.0	-0.2
NC(=O)/C=C/c1cccc(C(F)(F)F)c1	105.0	0.5
COCCn1c(=NC(=O)c2ccc3c(c2)OCCO3)sc2cc(NC(C)=O)ccc21	111.0	0.9
Cc1ccc(CNC(=O)NCc2cccc(CNC(=O)NCc3ccc(C)n3C)c2)n1C	102.0	-0.1
COc1cccc(C(=O)Nc2ccccc2-c2nnc(-c3ccc(C(C)(C)C)cc3)o2)c1	109.0	1
COC(=O)C1=C(N)Oc2c(oc(CO)cc2=O)C1c1cccc(OC)c1 (stereo not drawn)	103.0	0.2
Cn1nc(C2CC2)cc1NC(=O)Nc1ccc(OC(F)(F)F)cc1	105.0	0.8
Fc1ccc(-n2ncc3c(NCCCN4CCOCC4)ncnc32)cc1	104.0	-0.5
CC(C)OCc1nc2ccccc2n1C	100.0	-0.8
COc1ccc(CCN2C(=O)c3[nH]nc(-c4ccccc4O)c3C2c2ccc(OC)cc2)cc1 (stereo not drawn)	105.0	-0.3
C=CCSc1nc2c(cnn2-c2ccc(Cl)cc2)c(=O)[nH]1	103.0	0.5
Cc1ccc(NC(=O)/C=C2\NC(=O)CS2)cc1	103.0	0
CNS(=O)(=O)c1ccc2c(c1)n(C)c(=O)n2C	102.0	0.1
O=C(Nc1ccc(-c2nc3ccccc3o2)cc1)c1ccc(Oc2ccccc2)cc1	103.0	0.2
COc1ccc(-c2nc(CNS(=O)(=O)c3ccc(F)cc3)cs2)cc1	112.0	1
CCCc1[nH]n(-c2ccc(F)cc2)c(=O)c1C(C)=Nc1ccc(S(N)(=O)=O)cc1	103.0	0.4
CC1CN(C(=O)Nc2ccc(C(=O)NCCc3ccccc3)cc2)c2ccccc2S1 (stereo not drawn)	105.0	-0.7
CC1CC(C)CN(CC(=O)Nc2cccnc2Cl)C1 (stereo not drawn)	100.0	-0.4
Cc1cc2ncn(C(=O)N3CCCCC3)c2cc1C	103.0	0.7
O=C(Cn1c2c(c(=O)n3ncnc13)CCC2)N/N=C/c1cccnc1	101.0	0
CCOc1ccc(C2C(=O)N(C3CCCCCC3)CC(=O)N2CCc2ccc(Cl)cc2)cc1OC (stereo not drawn)	112.0	0.7

In the list so far, 5 have a tert-butyl group:
molecule	PV pol inh	PV pol inh FP z-score
Cc1cccc(N2CCN(C(=O)c3cnn(-c4ccc(F)cc4F)c3C3CCN(C(=O)OC(C)(C)C)CC3)CC2)c1C	114.0	1.5
CC(C)(C)C(=O)Nc1cccc(-c2cc(-c3c(Cl)cccc3Cl)no2)c1	102.0	-0.3
CC(C)(C)NC(=O)Nc1ccccc1SCCC#N	101.0	0
CCNc1nc(NC(N)=S)nc(NC(C)(C)C)n1	101.0	-0.2
COc1cccc(C(=O)Nc2ccccc2-c2nnc(-c3ccc(C(C)(C)C)cc3)o2)c1	109.0	1
